Screens: PubChem, National Center for Advancing Translational Sciences (NCATS)
USP1 inh = Inhibitors of USP1/UAF1: Primary Screen | recombinant USP1/UAF1, Ub-Rhodamine cleavage fluorescence | Potency, µM (titrated, usually from 57.1 µM), inactives show at the highest dose activity change, negative = inhibition, actives largely listed as inhibitors | 0.23% of 390,000 active; note: potency is the fitted concentration of half-maximal effect; % is set by controls: 0 for no effect and ±100 for the full control effect; nearly all actives have a fitted effect of over 60% in size; inactives centre near -12
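Step one: compound is pinned into 1nM USP1/UAF1 in HEPES pH 7.8 buffer with TCEP. Step two: 15 min room-temperature incubation. Step three: Ub-Rho (150nM final) starts cleavage, tracked by fluorescence over six one-minute reads.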
TrxR1 substrate = qHTS Assay for Substrates of Mammalian Selenoprotein Thioredoxin Reductase 1 (TrxR1): qHTS | Thioredoxin reductase 1, cytoplasmic (Rattus norvegicus), O89049 | purified TrxR1 substrate turnover, NADPH consumption readout | Potency, µM (titrated, usually from 114 µM), inactives show at the highest dose activity change, negative = substrate turnover | 0.01% of 390,000 active; note: potency is the fitted concentration of half-maximal effect; % is set by controls: 0 for no effect and ±100 for the full control effect; nearly all actives have a fitted effect of over 50% in size
Target sequence (O89049 whole entry, looked up): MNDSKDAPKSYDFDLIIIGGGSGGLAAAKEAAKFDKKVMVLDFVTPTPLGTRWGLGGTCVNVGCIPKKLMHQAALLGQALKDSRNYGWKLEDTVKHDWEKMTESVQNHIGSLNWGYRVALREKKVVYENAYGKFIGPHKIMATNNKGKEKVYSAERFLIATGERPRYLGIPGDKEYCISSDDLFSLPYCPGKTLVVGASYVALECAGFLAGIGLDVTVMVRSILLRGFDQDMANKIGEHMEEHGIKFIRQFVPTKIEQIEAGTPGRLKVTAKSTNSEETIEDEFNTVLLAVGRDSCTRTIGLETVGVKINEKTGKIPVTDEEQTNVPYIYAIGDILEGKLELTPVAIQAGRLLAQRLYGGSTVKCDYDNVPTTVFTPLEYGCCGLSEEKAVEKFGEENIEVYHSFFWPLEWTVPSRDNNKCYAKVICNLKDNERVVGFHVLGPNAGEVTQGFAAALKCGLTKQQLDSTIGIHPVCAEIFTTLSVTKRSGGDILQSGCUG
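Rat TrxR1, dispensed at 90 nM, was prereduced with 400 uM NADPH (final) for 5 min at ~22 deg C, then incubated with compound 15 min before 400 uM selenite. A first-read NADPH fluorescence drop versus no-compound background flagged substrates.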
Vif-A3G inh = qHTS for Inhibitors of Vif-A3G Interactions: qHTS; DNA dC->dU-editing enzyme APOBEC-3G (Homo sapiens), Q9HC16; HeLa A3G-eYFP + Vif (tagged APOBEC3G with the HIV-1 protein that degrades it), YFP fluorescence, overnight; Potency, µM (doses to about 46.1 µM), for inactives: top-dose activity, negative = active, hits mostly inhibitors; 0.076% of 410,000 active; AID 602310, 2012;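 note: potency is the fitted concentration of half-maximal effect; % is set by controls: 0 for no effect and ±100 for the full control effect; nearly all actives have a fitted effect of over 60% in size; hits raise eYFP signal because A3G escapes Vif-driven loss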
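HeLa cells stably expressing Vif and C-terminally eYFP-tagged A3G, seeded overnight at 37 deg C, then exposed to compound by pintool overnight at 37 deg C. Rise in yellow fluorescence (Ex 488/Em 500-530, Acumen) marks blocked Vif-driven A3G degradation.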
Vif-A3F inh = qHTS for Inhibitors of Vif-A3F Interactions: qHTS; Potency, µM (titrated, usually from 46.1 µM), for inactives: at the highest dose activity, negative = active; 0.2% of 390,000 active; HeLa A3F-eYFP + Vif (tagged APOBEC3F with the HIV-1 protein that degrades it), YFP fluorescence increase; AID 602313, 2012; note: potency is the fitted concentration of half-maximal effect; % of control where 0% means no effect; nearly all actives have a fitted effect of over 65% in size
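Fluorescence increase (Ex 488/Em 500-530) after overnight compound treatment at 37 deg C flags inhibition of Vif-driven A3F-eYFP loss in stable HeLa A3F-eYFP/Vif cells seeded overnight beforehand.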
GRP78 ERSR act = qHTS for Inducers of the Endoplasmic Reticulum Stress Response (ERSR) in Human Glioma: qHTS | 0.02% of 420,000 active | AID 602332, 2012 | Potency, µM, inactives show top-dose activation, usual class: activators | U87-MG GRP78 promoter luciferase reporter, 16 h; note: potency is the fitted concentration of half-maximal effect; series mostly up to about 76 µM; % of control where 0% means no effect; nearly all actives have a fitted effect of over 35% in size
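Stably transfected U87-MG human glioma cells carrying a GRP78-based luminescent sensor were seeded at 1000 cells/well, pin-dosed with compounds and incubated 16 h. Luciferase reagent was then added, and end-point luminescence was read after 10 min at room temperature.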
RXFP1 ag = qHTS Assay for Agonists of the Relaxin Receptor RXFP1. Relaxin receptor 1 (Homo sapiens), Q9HBX9. HEK293T-RXFP1 cAMP TR-FRET, 30 min; response scale: percent of porcine relaxin response, buffer zero. Potency, µM (doses to about 57.5 µM), inactives show at the highest dose activation, actives largely listed as activators. 0.3% of 370,000 active; note: potency is the fitted concentration of half-maximal effect; % is set by controls: 0 for no effect and ±100 for the full control effect; nearly all actives have a fitted effect of over 60% in size; many of its hits are not listed in these tables
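Agonist response is measured as cAMP accumulation in an RXFP1-transfected HEK293T line under PDE4 inhibition. Values are scaled between buffer-only and 29 nM porcine relaxin, and EC50s come from standard Hill equation fits.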
LDHA block = qHTS assay for inhibitors of human lactate dehydrogenase; L-lactate dehydrogenase A chain (Homo sapiens), P00338; purified LDHA, NADH/diaphorase-resazurin fluorescence; active compounds read low; activity change, % (values are at about 110 or 230 µM); 0.15% of 480,000 active; AID 1347041, 2019; in the data active = activity change below about -30%; inconclusive = mostly about -25% to -30%;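 note: plate controls were DMSO wells for no effect and wells without enzyme for full effect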
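Remaining NADH was detected by diaphorase (0.133 mg/mL) converting 37 µM resazurin to fluorescent resorufin, read at 0 and 20 minutes. The preceding 5-minute room-temperature reaction used 2 nM LDHA, 0.2 mM sodium pyruvate and 0.06 mM NADH at pH 7.4.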
PI4K2A block = qHTS for small molecular inhibitors of PI4K2A. 0.13% of 420,000 active. Phosphatidylinositol 4-kinase type 2-alpha (Homo sapiens), Q9BTU6. activity change, negative = inhibition, % at 76.9 µM. purified PI4K2A, ADP-Glo luminescence, 1 h; active compounds read low; in the data active = activity change below about -50%; inconclusive = mostly about -30% to -49%;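 note: -100% = wells without enzyme as full effect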
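PI4K2A activity was measured by ADP-Glo luminescence: enzyme (4 ug/mL stock) and phosphatidylinositol (1.2 mM stock) in Tris pH 7.5/MgCl2/EGTA/Triton X-100 buffer were reacted with ATP (300 microM stock) for one hour at ambient temperature.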
IDH1 R132H inh = qHTS for Inhibitors of mutant isocitrate dehydrogenase 1 (IDH1): qHTS. Isocitrate dehydrogenase [NADP] cytoplasmic (Homo sapiens), O75874. IDH1-R132H enzyme, NADPH consumption, diaphorase/resazurin fluorescence. Potency, µM (titrated, usually from 76.6 µM), without a hit: at the highest dose activity change, negative = inhibition, hits mostly inhibitors. 0.093% of 390,000 active. AID 602179, 2012; note: potency is the fitted concentration of half-maximal effect; % is set by controls: 0 for no effect and ±100 for the full control effect; nearly all actives have a fitted effect of over 65% in size
Target sequence (O75874 whole entry R132H, stated change not applied): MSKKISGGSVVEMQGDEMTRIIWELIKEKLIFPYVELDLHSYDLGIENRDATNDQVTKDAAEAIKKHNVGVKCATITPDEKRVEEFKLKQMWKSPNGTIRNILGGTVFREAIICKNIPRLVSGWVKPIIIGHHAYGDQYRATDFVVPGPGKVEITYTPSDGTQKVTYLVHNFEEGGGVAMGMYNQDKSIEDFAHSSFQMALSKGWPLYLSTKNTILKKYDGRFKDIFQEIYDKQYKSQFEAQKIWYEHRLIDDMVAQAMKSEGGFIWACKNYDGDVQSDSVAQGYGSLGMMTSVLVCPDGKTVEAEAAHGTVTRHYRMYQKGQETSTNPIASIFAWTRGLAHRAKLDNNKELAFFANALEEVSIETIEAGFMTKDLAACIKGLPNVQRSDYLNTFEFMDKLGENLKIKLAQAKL
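IDH1-R132H (0.5 ug/mL dispensed) in pH 7.5 Tris buffer was preincubated 30 min with compound, then given a substrate mix of 0.016 mM NADPH and 2 mM alpha-KG for 80 min at room temperature; remaining NADPH was read by diaphorase/resazurin fluorescence.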
* marks the source's active call; other numbers are inactive results; ? = inconclusive; / = no result given; & = joins results of further samples; [ ] = dose if it differs, or a comment. Unless noted, calls come from the whole dose curve; as a rule, active = well fitted curve in the direction sought with a large enough effect; inconclusive = small, poorly fitted or top-dose-only effect, or another doubt; inactive = no such curve, though single readings can be large; an effect the other way counts as inactive or inconclusive. An excerpt; count on the stated rates, not on these rows.

no.	mol	USP1 inh	TrxR1 substrate	Vif-A3G inh	Vif-A3F inh	GRP78 ERSR act	RXFP1 ag	LDHA block	PI4K2A block	IDH1 R132H inh
1	CC(O)(c1ccc(F)c(F)c1)c1nc(-c2ccc(F)c(Cl)c2)cs1 (stereo not drawn)	/	/	-21%	/	-11%	/	-9	-1	/
2	O=C(c1cccc(S(=O)(=O)N2CCOCC2)c1)N1CCN(C/C=C/c2ccccc2)CC1	-14%	6%	-2%	3%	-1%	-0.8%	-2	-5	2%
3	CC(=O)c1ccc(N2C(=NC(=O)CCc3ccccc3)SC3CS(=O)(=O)CC32)cc1 (stereo not drawn)	-27%	-4%	2%	0%	-5%	0.6%	-1	-4	-7%
4	COC(=O)c1ccc(/C=C(/NC(=O)c2ccccc2)C(=O)N2CCOCC2)cc1	-25%	-3%	4%	-8%	6%	0.4%	2	3	-8%
5	CCNC(=S)Nc1ccc(Cc2nc3ccccc3[nH]2)cc1	-27%	5%	2%	?	-3%	1.6%	-8	0	0%
6	O=C(CCC(=O)N1CCSc2ccccc21)Nc1ccc(F)cc1	-24%	6%[57.1 µM]	1%	3%	-1%	4.8%	3	1	-6%
7	Cc1ccc(N(C(C)C(=O)Nc2ccc3c(c2)OCO3)S(C)(=O)=O)cc1 (stereo not drawn)	-10%	-8%	-2%	3%	-3%	0.9%	4	2	0%
8	CCN(C(=O)CSc1nc2ncccc2[nH]1)c1ccc(C(C)C)cc1	-1%	-3%	2%	-2%	-2%	1.6%	-3	0	-11%
9	CCOC(=O)N1CCN(C(=O)c2sc3nc(-c4ccc(F)cc4)cn3c2C)CC1	-19%	-4%	0%	-9%	-2%	-0.2%	-2	-5	3%
10	CCOC(=O)C1=C(COC(=O)CSc2ccc(C)cc2)NC(=O)NC1C (stereo not drawn)	-22%	-1%	4%	-2%	2%	1.4%	-2	2	-2%
11	Cc1ccc(NC(=O)c2cc(=O)c3ccccc3o2)c(C)c1	-2%	-14%	0%	9%	2%	-3.6%	-3	4	4%
12	CCOC(=O)CSc1nc2sc3c(c2c(=O)n1-c1ccccc1)CC(C(C)C)OC3 (stereo not drawn)	-17%	-5%	5%	-13%	-5%	0.4%	-1&-11	-2	18%
13	Cc1nnc(SCc2nc3scc(-c4ccccc4)c3c(=O)[nH]2)s1	-12%	-2%	-1%	-2%	-3%	2.6%	-5	3	-3%
14	COc1ccc(Cl)cc1-c1cc(C(=O)NCc2cccc(C(F)(F)F)c2)[nH]n1	/	/	1%	/	2%	/	-11	5	/
15	O=C(Nc1cnccc1C(F)(F)F)NC1CCCCC1	?	3%[57.1 µM]	1%	-6%	-1%	1.9%	-9	0	-2%
16	OC(COc1ccc2ccccc2c1)Cn1ccnc1 (stereo not drawn)	3%	3%	2%	2%	1%	0.6%	0	-2	1%
17	COc1ccc(CCN2C(=O)CSC2=Nc2ccc(C(C)C)cc2)cc1OC	-19%	-3%[57.1 µM]	-7%	-10%	-6%	3.2%	5	3	18%
18	O=C(NCCCl)c1ccc(OCc2ccccc2)cc1Cl	-16%	0%	0%	0%	3%	-0.1%	1	2	14%
19	CCOc1cccc(C(=O)Nc2ccc(NC(=O)c3ccc(Br)cc3)cc2)c1	-8%	10%	1%	3%	-1%	9.4%	-6	-1	0%
20	CCCOc1ccc([N+](=O)[O-])c(N)c1	-13%	-1%	-3%	-13%	-2%	-0.2%	-6	-1	1%
21	Cc1nc2[nH]c(=O)c3c(n2n1)NC1=C(C(=O)CC(C)(C)C1)C3c1ccc(F)cc1 (stereo not drawn)	-4%	59%[activator]	-1%	0%	-5%	1.0%	-9	-2	-3%
22	CC(=O)NNC(=O)C(O)(c1ccccc1)c1ccccc1	-9%	-1%	-4%	-2%	-5%	-0.3%	-1	-1	7%
23	CC12CC(c3ccccc3O1)C(C(=O)N1CCOCC1)C(=O)N2 (stereo not drawn)	?	11%	1%	-13%	7%	-3.0%	-9	-1	6%
24	Oc1cccc(/C=C/c2ccc3cccc(O)c3n2)c1	-17%	5%[57.1 µM]	-7%	-3%	?	0.7%	14	-15	12%
25	COc1cccc(-c2cnc3c(NC=O)cc(-c4cc(OC)c(OC)c(OC)c4)cn23)c1	/	/	?	/	-7%	/	0	-3	/
26	Cc1ccc(CC(=O)NNC(=O)c2ccncc2)cc1C	2%	-5%	0%	8%	0%	-0.8%	-7	4	-1%
27	Cc1cc(C)nc(NC2=NCC(=O)N2c2ccccc2Br)n1	-21%	3%	2%	-2%	-2%	-1.9%	-3	-1	-1%
28	CC(=O)Nc1cccc(N2C(=O)CC(Cc3ccccc3)C2=O)c1 (stereo not drawn)	-3%	0%	1%	-4%	-1%	-0.5%	-1	3	-1%
29	Cc1ccc(/C=C/C(=O)Nc2ccc(O)c3c(=O)cc(-c4ccccc4Cl)oc23)cc1	?	1%	0%&0%	2%	-4%&-3%	-0.8%	-3	0	-6%
30	CC1CN(C(=O)c2cc3cc(F)ccc3[nH]2)CC(C)O1 (stereo not drawn)	-14%	-3%	2%	-6%	4%	1.2%	0	1	0%
31	CCc1nc(SCC(=O)N2CCCCC2)c2c(=O)n(C)c(=O)n(C)c2n1	-10%	-3%	-3%	1%	-3%	10%	-2	-3	-6%
32	O=C(Cc1ccccc1)Oc1coc(CSc2ncccn2)cc1=O	-11%	1%	1%	8%	-4%	16%	6	3	2%
33	CCOC(=O)C1(Cc2ccc(Cl)cc2)CCN(C(=O)c2sc(C)nc2C)CC1	-12%	-5%	3%	-7%	-3%	-0.5%	-2	4	6%
34	COc1ccc(CCN(C)Cc2c(O)ccc3ccccc23)cc1OC	-10%	8%	-8%	?	2%	-0.9%	15	2	-3%
35	Cc1ccc(CN2C(=O)CN(C3CCC(C)CC3)C(=O)C2c2ccc(F)cc2)cc1 (stereo not drawn)	14%	-5%[57.1 µM]	1%	7%	-3%	-0.8%	-1	-2	1%
36	CC(=O)N1c2ccc(S(=O)(=O)NCC3CCC(C(=O)NCc4ccc(C)o4)CC3)cc2CC1C (stereo not drawn)	-22%	7%	4%	-6%	-5%	-1.9%	-2	-4	1%
37	O=C(COC(=O)COc1ccc(Br)cc1)NCc1ccccc1	-24%	2%	-1%	2%	4%	0.2%	-9	1	-6%
38	C=CCn1c2c(c3ccccc31)CCC2	/	/	-2%	/	-3%	/	1	2	/
39	CCOC(=O)c1c(C)n(C)c2ccc(OCC(O)CN3C(=O)c4ccccc4S3(=O)=O)cc12 (stereo not drawn)	-9%	-14%	4%	-12%	-1%	0.2%	-3	-1	3%
40	COc1cccc(N2CCN(c3c4c(nc5nncn35)CCC4)CC2)c1	-19%	-3%	/	/	/	13%	-8	6	/
41	CCOC(=O)CC(=O)CSc1nc2c(cc1C#N)CCC2	-6%	17%[57.1 µM]	0%	6%	?	5.3%	-5	-7	2%
42	CCCn1ccc2c(OCC(=O)Nc3ccccc3OCC)cccc2c1=O	-20%	-1%[57.1 µM]	-3%	-12%	-3%	8.4%	-7	-4	-1%
43	CCC(C(=O)NC(C)(C)C)N(Cc1ccc(OC)cc1)C(=O)c1snc(C(N)=O)c1N (stereo not drawn)	-26%	/	-2%	6%	-1%	/	0	0	7%
44	COc1cccc(C(=O)/C=C/Nc2ccc(S(=O)(=O)Nc3ccc(C(C)=O)cc3)cc2)c1	-12%	12%	0%	-12%	1%	-0.1%	-12	-8	-1%
45	COc1cccc(N=C2SC(CC(=O)Nc3ccccc3)C(=O)N2Cc2ccccn2)c1 (stereo not drawn)	-23%	6%[57.1 µM]	-1%	6%	-4%	-1.4%	-4	2	-17%
46	NC(=O)C1CCN(C(=O)CN(c2cccc(C(F)(F)F)c2)S(=O)(=O)c2ccccc2)CC1	-1%	-11%	2%	11%	-1%	2.2%	-6	-19	3%
